CYP2C9 inhib: blocks human cytochrome P450 2C9 | P11712 | CYP2C9 Supersomes, luciferin-H conversion, luminescence | inhibition, % at 5 µM | 20% of 96,000 active | AID 777;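 active means blocking of liver enzyme CYP2C9 beyond about 50% at 5 µM, limit read from the data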; further: values of inactives mirror those of a sister screen read the other way
E coli WT exp: blocks growth of wild type E. coli BW25113. AID 710. growth inhibition, % at 100 µM. 0.15% of 98,000 active. OD600 absorbance;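 active means growth inhibition above about 50% at one test dose, limit read from the data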;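 further: growth measured after 20 h incubation at 37 °C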
LYP inh 2: LYP (human) phosphatase inhibition; inhibition, % at 2 µM; recombinant LYP catalytic domain, DiFMUP fluorescence; 0.21% of 96,000 active;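 active means inhibition at 2 µM at or above a set limit, the screen mean plus 3 SD, cut at about 24% in these data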;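 further: 0% = DMSO with enzyme and 100% = enzyme fully blocked by orthovanadate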
Target sequence (Q9Y2R2 whole entry, looked up, the tested form may be a part): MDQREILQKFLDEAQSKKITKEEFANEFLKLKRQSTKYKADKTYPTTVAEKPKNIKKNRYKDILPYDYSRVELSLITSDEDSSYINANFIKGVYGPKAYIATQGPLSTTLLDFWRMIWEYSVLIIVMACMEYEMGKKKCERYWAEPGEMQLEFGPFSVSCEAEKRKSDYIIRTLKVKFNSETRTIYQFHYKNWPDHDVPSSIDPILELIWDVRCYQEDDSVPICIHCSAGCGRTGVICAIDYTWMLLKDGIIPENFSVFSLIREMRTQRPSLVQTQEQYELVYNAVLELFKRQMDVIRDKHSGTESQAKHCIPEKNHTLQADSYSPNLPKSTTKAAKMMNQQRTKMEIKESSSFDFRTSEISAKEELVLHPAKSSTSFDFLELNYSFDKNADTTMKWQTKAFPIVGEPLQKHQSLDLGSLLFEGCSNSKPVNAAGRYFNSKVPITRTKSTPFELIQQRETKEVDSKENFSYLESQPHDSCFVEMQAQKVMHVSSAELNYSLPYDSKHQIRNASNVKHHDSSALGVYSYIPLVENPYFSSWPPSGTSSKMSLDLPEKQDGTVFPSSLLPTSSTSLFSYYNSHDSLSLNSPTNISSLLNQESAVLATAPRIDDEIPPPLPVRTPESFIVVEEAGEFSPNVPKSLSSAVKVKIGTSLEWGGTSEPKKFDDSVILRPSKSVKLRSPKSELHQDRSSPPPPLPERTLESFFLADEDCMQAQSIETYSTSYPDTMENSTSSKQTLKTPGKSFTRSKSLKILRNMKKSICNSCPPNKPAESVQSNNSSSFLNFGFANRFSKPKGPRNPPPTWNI
CYP2C9 activ: increases human cytochrome P450 2C9 activity; AID 1024; recombinant CYP2C9, luciferin-H conversion, luminescence; active compounds read high; factor 1 = untreated enzyme, 0 = blocked; P11712; activation factor at 5 µM; 1.4% of 96,000 active;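 active means activation factor of 2 or more for CYP2C9 at a 5 µM dose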;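 further: 0 = sulfaphenazole-blocked wells and 1 = vehicle-only wells; values of inactives mirror those of a sister screen read the other way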
PostGolgi yeast: growth inhibition of a yeast mutant, post-Golgi transport screen; post-Golgi transport phenotypic cell assay; inhibition, % at 10 µM; 0.9% of 98,000 active;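 further: yeast cells grown in 1536-well plates; yeast grown about 18 h at 30C before absorbance read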
PTK2B oligo ant: Pyk2 (human) oligomerization antagonism | AID 1347419 | Q14289 | Q293 cells, Pyk2 FERM NanoBiT luminescence; active compounds read low | 0.83% of 99,000 active | z-score (the deposit names both 25 µM and 10 µM);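 active means Z-score of -3 or lower, scaled per plate to the spread of control and sample wells; inactive means z-score above -3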;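 further: negative z-score means lost luminescence so less FERM oligomerization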
PTPN22 act: activators of human LYP (PTPN22) phosphatase; Q9Y2R2; recombinant LYP, DiFMUP fluorescence; 0 = plate median, 100 = signal doubled; activation, % at 2 µM; 0.11% of 96,000 active; AID 697;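 active means activation at 2 µM above a set limit, the mean plus 5 SD, cut at about 37% in these data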
hDAT+cocaine: modulates human dopamine transporter uptake under cocaine; 1.3% of 110,000 active; LLC-PK1 hDAT cells, [14C]-dopamine uptake with cocaine IC80; actives deviate in either direction; B-score at 10 µM; AID 449768; Q01959;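 active means Z score or B-score, a plate-position-corrected score, falls beyond the plate's 99.7% confidence bounds, in either direction; inactive means both scores lie inside the 99.7% bounds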;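 further: scored against the spread of the other compound wells on the same plate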
PostGolgi ctrl: inhibits growth of the yeast control strain. efflux-deficient yeast background strain, growth absorbance A615, 16 h. inhibition, % at 10 µM. 5% of 98,000 active. AID 738
Active calls of the source: *; x = no result given; & = joins results of further samples. Unless noted, no stated cut-off is given here; in the data, active means inhibition above about 30%; inactive means the rest.

1. CCOc1ccc(/C=C2/C(=O)N(c3ccc(OC)cc3)C(=S)N2CC(=O)OC)cc1OCC
2. CN(C)c1ccc(/C(=N\O)C(F)(F)F)cc1
3. O=C1CN(C(=O)COC(=O)C2CCN(S(=O)(=O)c3ccccc3C(F)(F)F)CC2)c2ccccc2N1
4. CCOC(=O)C1CCN(C(=O)Nc2ccc3snnc3c2)CC1
5. CCOC(=O)c1ccccc1NC(=O)Nc1ccc(OC)c(OC)c1
6. C(=C\c1cccc2ccccc12)/c1nnc(-c2cccs2)o1
7. CCCC1(C(=O)OCC)NC(c2ccc(N(C)C)cc2)C2C(=O)N(c3ccc4c(c3)OCCO4)C(=O)C21 (centres undefined)
8. COc1cc(C(=O)Oc2ccccc2/C=N/NC(=O)c2ccc(C)cc2)cc(OC)c1OC

entry no.,1,2,3,4,5,6,7,8
CYP2C9 inhib,x,15,-51,28,-16,-35,x,59*
E coli WT exp,x,4,-10,x,-4,-10,x,2
LYP inh 2,-9,0,3,3,4,1,10,-2
CYP2C9 activ,x,0.8,1.5,0.7,1.2,1.4,x,0.4
PostGolgi yeast,x,7,-4,x,3,-4,x,0
PTK2B oligo ant,-2.8,-0.87,-0.43,0.5,1.4,-1.4,0.29,-1.7
PTPN22 act,8,0,-4,-2,0,4,-10,5
hDAT+cocaine,0.096,0.71,-0.2,0.86,0.93,1.1,-0.5,-2.2
PostGolgi ctrl,x,4,3,x,10,11,x,-2

9. CCOc1ccccc1C(=O)Nc1ccccc1C(N)=O
10. O=C(CSc1nnnn1-c1ccccc1)Nc1ccc(Cl)cn1
11. CC1Cc2ccccc2N1C(=O)C1CCN(S(=O)(=O)Cc2ccccc2)CC1 (centres undefined)
12. CCOC(=O)C(NC(=O)c1ccc(Cl)cc1Cl)(Nc1ccc(C)cc1)C(F)(F)F (centres undefined)
13. O=C(Nc1ncc(Cl)cn1)c1cccs1
14. COc1cc(OC)c(OC)cc1/C=N/NC(=O)c1cc(-c2cccn2C)n[nH]1
15. COc1ccc(Oc2coc3cc(OC(=O)c4cncc(Br)c4)ccc3c2=O)cc1
16. c1ccc(-c2csc(N3CCCCCC3)n2)cc1

entry no.,9,10,11,12,13,14,15,16
CYP2C9 inhib,16,5,8,15,0,24,-54,-6
E coli WT exp,1,-6,-9,2,9,-1,-3,3
LYP inh 2,-3,0,-5,9,8,6,0,0
CYP2C9 activ,0.8,0.9,0.9,0.9,1,0.8,1.5,1.1
PostGolgi yeast,7,-7,-3,3,-7,-6,1,6
PTK2B oligo ant,0.77,1.6,-0.39,0.43,-0.49,-0.24,-0.72,-0.64
PTPN22 act,6,0,3,-7,-7,-4,0,2
hDAT+cocaine,-0.99,-0.13,0.75,x,0.42,2,0.78,-0.46
PostGolgi ctrl,14,3,18,6,6,16,-4,4

17. Cc1cccc(-n2c(O)c(C=Nc3ccc4c(c3)OCO4)c3ccccc3c2=O)n1
18. CC(C)CC(NC(=O)C1CCC(C)CC1)C(=O)NCc1cccnc1 (centres undefined)
19. Cc1cc(NC(=O)CSc2nc3ccsc3c(=O)n2Cc2ccccn2)n[nH]1
20. CCOc1ccc2nc(NC3=NC(c4ccc(OC)cc4)CC(=O)N3)nc(C)c2c1 (centres undefined)
21. O=C(Cn1c(-c2cncs2)nc2ccccc21)NCCc1ccccc1
22. Cc1cccc(-c2nnc(-c3ccccc3)o2)c1
23. COc1ccc(-c2nc(C#N)c(N3CCCCCC3)o2)cc1
24. O=C(C1=C(O)C(=O)N(CCN2CCOCC2)C1c1ccncc1)c1ccco1 (centres undefined)

entry no.,17,18,19,20,21,22,23,24
CYP2C9 inhib,13,54*,23,2,53*,9,50*,2
E coli WT exp,-1,7,0,-8,1,5,-5,10
LYP inh 2,x,0,0,2,-6,-8,8,-5
CYP2C9 activ,0.9,0.5,0.8,1,0.5,0.9,0.5,1
PostGolgi yeast,-10,12,-3,-2,4,2,23,13
PTK2B oligo ant,-1.4,0.28,-0.16,0.34,x,-1.2,0.02,-0.15
PTPN22 act,x,-1,-2,0,4,3,-11,3
hDAT+cocaine,-0.34,-1,-0.17,0.16,-0.49,-0.3,0.84,0.47
PostGolgi ctrl,10,7,13,1,0,5,20,3

25. CCC1(CC)Nc2ccccc2C(=O)N1c1ccc(NC(C)=O)cc1
26. Cc1cc(C)c(C)c(S(=O)(=O)NCc2ccco2)c1C
27. CCOC(=O)N1CCN(C(=O)CSc2nnc(-c3c[nH]c4ccccc34)n2CCOC)CC1
28. Cc1c(NC(=O)c2c(F)cccc2F)c(=O)n(-c2ccccc2)n1C
29. C=CCn1c(SCC(=O)OC)nc2sc3c(c2c1=O)CCN(C)C3
30. CCOC(=O)N1CCC(NC(=O)c2cc(S(=O)(=O)N3CCC4(CC3)OCCO4)ccc2F)CC1
31. CCC(C)NC(=O)C1CCCCN1S(=O)(=O)c1ccc(F)cc1 (centres undefined)
32. COc1cccc(C2=CC(c3ccc(N(C)C)cc3)n3nnnc3N2)c1 (centres undefined)

entry no.,25,26,27,28,29,30,31,32
CYP2C9 inhib,-2,-94,15,1,23,7,10,-9
E coli WT exp,-2,3,2,5,5,3,-1,-6
LYP inh 2,-26,4,0,0,12,-2,4,-1
CYP2C9 activ,1,1.9,0.9,1,0.8,0.9,0.9,1.1
PostGolgi yeast,8,-4,4,7,-5,-2,-4,18
PTK2B oligo ant,-0.08,x,-0.64,1.3,x,0.06,-0.99,-1
PTPN22 act,26,-1,-3,-3,-15,0,-6,-2
hDAT+cocaine,-1.3,0.59,x,-0.019,0.0083,1.2,0.048,1.2
PostGolgi ctrl,9,34*,1,10,-7,-4,15,-2

2 entries from above, set out differently:
29	C=CCn1c(SCC(=O)OC)nc2sc3c(c2c1=O)CCN(C)C3
  CYP2C9 inhib: 23
  E coli WT exp: 5
  LYP inh 2: 12
  CYP2C9 activ: 0.8
  PostGolgi yeast: -5
  PTK2B oligo ant: x
  PTPN22 act: -15
  hDAT+cocaine: 0.0083
  PostGolgi ctrl: -7
30	CCOC(=O)N1CCC(NC(=O)c2cc(S(=O)(=O)N3CCC4(CC3)OCCO4)ccc2F)CC1
  CYP2C9 inhib: 7
  E coli WT exp: 3
  LYP inh 2: -2
  CYP2C9 activ: 0.9
  PostGolgi yeast: -2
  PTK2B oligo ant: 0.06
  PTPN22 act: 0
  hDAT+cocaine: 1.2
  PostGolgi ctrl: -4

Next section:
33. O=c1cc(N2CCOCC2)c2ccccc2o1
34. COc1cc2[nH]c(=O)n(CCCCCC(=O)N3CCN(c4ccccn4)CC3)c(=O)c2cc1OC
35. CCC(c1nnnn1C(C)(C)C)N1CCN(C2CCCC2)CC1 (centres undefined)
36. Cc1cc(C)cc(NC(=O)C2CCCN(S(=O)(=O)c3cnc[nH]3)C2)c1 (centres undefined)
37. CC1CCCN(C(=O)c2ccc(S(=O)(=O)N3CCC(c4nc5ccccc5s4)CC3)cc2)C1 (centres undefined)
38. CCc1ccc(N2CC(C(=O)Nc3ccc(C)c(S(=O)(=O)N4CCOCC4)c3)CC2=O)cc1 (centres undefined)
39. COc1cccc(C(C(=O)NC2CCCCC2)N(C(=O)Cc2cccs2)c2ccc(-n3cnnn3)c(OC)c2)c1 (centres undefined)
40. Cc1cccc(-c2c3c(=O)n(C)c(=O)n(C)c3cn2C2CCCCC2)c1

entry no.,33,34,35,36,37,38,39,40
CYP2C9 inhib,7,38,22,93*,x,100*,31,22
E coli WT exp,5,-2,0,7,x,-3,-11,-1
LYP inh 2,18,-11,-9,-2,7,-2,6,0
CYP2C9 activ,0.9,0.6,0.8,0.1,x,0,0.7,0.8
PostGolgi yeast,-2,3,-5,-4,x,-19,-10,76*
PTK2B oligo ant,1.2,-0.74,2.6,x,-0.43,-0.28,-1.9,-1.9
PTPN22 act,-17,9,14,0,-7,0,-2,4
hDAT+cocaine,-0.023,0.71&0.32,0.95,1.5,0.39,1.1,-0.17,1.4
PostGolgi ctrl,-2,14,-11,4,x,2,10,28

41. O=C(O)C1CCCN1c1ncccn1 (centres undefined)
42. Cc1cc2nc3c(nc2cc1C)C1(C(=O)O)CCC3(C)C1(C)C (centres undefined)
43. Cc1cccc(N2CCN(S(=O)(=O)c3ccc4c(c3)CCN4C(=O)CCC(=O)O)CC2)c1C
44. O=C(Nc1ccc2c(c1)nc1n2CCN(Cc2ccccc2)C1)c1cccs1
45. COc1ccc(-c2ccnc3nc(-n4cccc4)nn23)cc1
46. CCOC(=O)C1CCC2(CC1)C(C#N)=C(N)Oc1n[nH]c(C)c12 (centres undefined)
47. OC1CCCN(Cc2c3ccccc3cc3ccccc23)C1 (centres undefined)
48. Cc1cc[n+](-c2nc([O-])sc2/C=N/Nc2ccc([N+](=O)[O-])cc2)cc1

entry no.,41,42,43,44,45,46,47,48
CYP2C9 inhib,-1,1,16,27,51*,x,34,22
E coli WT exp,7,-2,-6,1,1,x,7,-3
LYP inh 2,-5,-5,-10,-5,12,-6,-2,-5
CYP2C9 activ,1,1,0.8,0.7,0.5,x,0.7,0.8
PostGolgi yeast,-2,-7,2,2,7,x,-9,11
PTK2B oligo ant,0.13,0.46,-0.33,0.73,-0.07,0.04,-0.52,-0.48
PTPN22 act,4,3,8,6,-9,7,2,7
hDAT+cocaine,-0.75,-0.51,0.49,0.29,-0.69,-0.8,0.72,-0.83
PostGolgi ctrl,5,32*,14,-5,12,x,0,-11

Molecules listed so far that have an NH in an aromatic ring, in the order listed:
14. COc1cc(OC)c(OC)cc1/C=N/NC(=O)c1cc(-c2cccn2C)n[nH]1
19. Cc1cc(NC(=O)CSc2nc3ccsc3c(=O)n2Cc2ccccn2)n[nH]1
27. CCOC(=O)N1CCN(C(=O)CSc2nnc(-c3c[nH]c4ccccc34)n2CCOC)CC1
34. COc1cc2[nH]c(=O)n(CCCCCC(=O)N3CCN(c4ccccn4)CC3)c(=O)c2cc1OC
36. Cc1cc(C)cc(NC(=O)C2CCCN(S(=O)(=O)c3cnc[nH]3)C2)c1 (centres undefined)
46. CCOC(=O)C1CCC2(CC1)C(C#N)=C(N)Oc1n[nH]c(C)c12 (centres undefined)

entry no.,14,19,27,34,36,46
CYP2C9 inhib,24,23,15,38,93*,x
E coli WT exp,-1,0,2,-2,7,x
LYP inh 2,6,0,0,-11,-2,-6
CYP2C9 activ,0.8,0.8,0.9,0.6,0.1,x
PostGolgi yeast,-6,-3,4,3,-4,x
PTK2B oligo ant,-0.24,-0.16,-0.64,-0.74,x,0.04
PTPN22 act,-4,-2,-3,9,0,7
hDAT+cocaine,2,-0.17,x,0.71&0.32,1.5,-0.8
PostGolgi ctrl,16,13,1,14,4,x

Source: PubChem (several laboratories)
